BioA inh: blocks M. tuberculosis BioA enzyme activity; purified M. tuberculosis BioA enzyme, plate reader; inhibition, % at 9.99 µM; hit rate 0.096% among 360,000; AID 602481; in the data active means inhibition above about 40%; inconclusive means no clear call, values can overlap the other calls
MazEF act: MazEF (E. coli) toxin RNase activation; activation, % at 20 µM; FAM/BHQ RNA-DNA oligo cleavage fluorescence, 5 h; P0AE70; hit rate 0.32% among 350,000; in the data active means activation above about 50%
Target sequence (P0AE70 whole entry, looked up): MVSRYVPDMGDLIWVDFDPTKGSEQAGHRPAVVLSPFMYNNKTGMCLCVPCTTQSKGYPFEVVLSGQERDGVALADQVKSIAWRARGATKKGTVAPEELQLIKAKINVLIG
GDH-TPI counter: counter-screen for M. tuberculosis FBA inhibitors: GDH-TPI coupled enzymes; inhibition, % at 4.8 µM; GDH-TPI coupled enzyme counterscreen, NADH absorbance; hit rate 1.2% among 360,000; in the data active means inhibition above about 30%;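 further: 0% = DMSO wells and 100% = wells lacking the enzyme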
PrPC TRFRET: cell surface PrPC inhibition, primary TR-FRET screen | P04156 | TR-FRET read-out | inhibition, % at 13.8 µM | hit rate 0.43% among 370,000; in the data active means inhibition above about 24%; further: 0% = median of the test wells and 100% = reference compound wells
Rv3671c protease: inhibits the M. tuberculosis serine protease Rv3671c; P9WHR9; inhibition, % at 5.96 µM; hit rate 0.048% among 320,000; AID 2606; in the data active means inhibition above about 38%;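 further: extracellular domain of Rv3671c used as enzyme; 0% = enzyme with DMSO and 100% = no enzyme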
FadD28 FP inh: inhibitors of Mycobacterium tuberculosis FadD28 bisubstrate binding; FadD28 bisubstrate probe binding, fluorescence polarization; inhibition, % at 12.5 µM; hit rate 0.22% among 360,000; AID 588549; in the data active means inhibition above about 8.5%, passing the limit was not always enough; inconclusive means no clear call, values can overlap the other calls
FBA Mtb inh: inhibitors of M. tuberculosis fructose-bisphosphate aldolase | P9WQA3 | purified M. tuberculosis FBA, fluorescence read-out | inhibition, % at 1 µM | hit rate 2.3% among 360,000; in the data active means inhibition above about 27%;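 further: 0% = vehicle and 100% = reference inhibitor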
Target sequence (P9WQA3 whole entry, looked up): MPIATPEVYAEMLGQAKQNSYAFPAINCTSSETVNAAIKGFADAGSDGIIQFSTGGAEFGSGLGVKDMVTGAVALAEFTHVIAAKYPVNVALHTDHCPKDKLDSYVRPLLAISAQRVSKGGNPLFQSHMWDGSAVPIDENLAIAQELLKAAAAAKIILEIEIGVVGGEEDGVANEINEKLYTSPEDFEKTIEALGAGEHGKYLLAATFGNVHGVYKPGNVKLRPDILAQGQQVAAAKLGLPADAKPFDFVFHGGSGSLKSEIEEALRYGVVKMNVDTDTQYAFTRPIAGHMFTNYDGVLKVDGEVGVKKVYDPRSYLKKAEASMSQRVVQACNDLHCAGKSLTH
UGM FP inh: blocks M. tuberculosis UGM enzyme; P9WIQ1; inhibition, % at 10 µM; AID 504406; hit rate 0.06% among 320,000; purified UGM, fluorescence polarization probe displacement; in the data active means inhibition above about 10%, passing the limit was not always enough; inconclusive means no clear call, values can overlap the other calls
Target sequence (P9WIQ1 whole entry, looked up): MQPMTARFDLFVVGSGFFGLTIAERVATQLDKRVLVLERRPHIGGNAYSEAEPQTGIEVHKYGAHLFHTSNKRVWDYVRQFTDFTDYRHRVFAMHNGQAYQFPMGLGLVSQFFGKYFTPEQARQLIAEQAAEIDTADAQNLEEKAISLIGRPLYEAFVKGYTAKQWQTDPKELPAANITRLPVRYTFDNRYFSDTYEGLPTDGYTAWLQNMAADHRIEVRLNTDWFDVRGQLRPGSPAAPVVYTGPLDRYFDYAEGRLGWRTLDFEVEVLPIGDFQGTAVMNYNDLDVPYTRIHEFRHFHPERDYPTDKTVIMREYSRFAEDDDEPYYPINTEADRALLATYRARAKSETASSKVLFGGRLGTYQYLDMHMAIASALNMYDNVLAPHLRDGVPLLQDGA
BoNT-F LC inh: BoNT F light chain protease inhibition. Multiplex microsphere protease cleavage assay, flow cytometry. inhibition, % at 10 µM. hit rate 0.22% among 360,000. AID 588497; in the data active means inhibition above about 35%, passing the limit was not always enough; inconclusive means no clear call, values can overlap the other calls; further: plate controls were buffer without enzyme for full effect and enzyme alone for no effect
Starred values were filed as active, the others as inactive; ? = inconclusive; . = not tested or not shown. Rows were taken by chance; about 4.8% have a hit in one of these screens.

SMILES	BioA inh	MazEF act	GDH-TPI counter	PrPC TRFRET	Rv3671c protease	FadD28 FP inh	FBA Mtb inh	UGM FP inh	BoNT-F LC inh
CC(C)(C)C(=O)[C@H]1[C@H](c2ccccc2)[C@@]2(N=C(c3ccccc3)OC2=O)C2c3ccccc3C=NN21 (stereo not given in full)	-1.9	1	8	-4	-1	-0.4	1	-0.9	-6
Cc1cccc2c1OCC/C2=N\NC(=O)COc1ccccc1	.	1	-8	4	0	-2.4	9	-1.4	-1
CC(=O)/C(N=Nc1ccc2c(c1)OCO2)=C(\C)O	.	-4	5	-5	6	0.0	-6	-0.8	-2
CC(C)(C)c1cc(C(=O)N2CCN(c3ncccn3)CC2)ccn1	-1.7	3	4	2	-1	0.8	5	0.2	3
COc1ccc(CCn2c(N)c(S(=O)(=O)c3cccs3)c3nc4ccccc4nc32)cc1OC	10	-3	21	4	-6	-34	4	-0.4	-5
O=C1N(CCCCN2C(=O)C3(OCCO3)c3ccccc32)c2ccccc2C12OCCO2	0.2	0	-3	4	-1	-1.6	2	2.6	-2
COCCCN(C(C)=O)c1nc(-c2ccccc2)cs1	-3.1	3	22	-8	6	-2.9	0	1.5	0
CCN1C(=O)/C(=C2/SC(C)=C(C)N2CC)SC1=S	-1.3	76*	8	0	-4	1.5	-7	2.1	11
Cc1ccccc1Nc1c(-c2ccccc2)nc2ncccn12	.	8	13	2	0	-2.3	2	0.6	2
N#CC1=C(N)C2=C(N3CCCCC3)CCCC2C1(C#N)C#N (stereo not given)	1.6	-3	15	.	8	46*	-3	1.2	-43
CCOc1ncccc1C(=O)NCCCSc1ccccc1	2.2	1	4	9	7	-0.6	-1	-1.7	?
COc1ccc(Cn2c(-c3ccco3)nc3c(c(=O)c4ccccc4n3C)c2=O)cc1	.	10	20	0	6	-2.5	-2	-2.3	?
COCC(=O)Nc1nnc(CCc2ccccc2)s1	1.1	0	0	-1	-13	0.7	1	2.9	?
CN(C)CCSc1nnc2[nH]c3ccccc3c2n1	.	4	15	-31	3	-1.3	3	0.1	0
O=C(O)c1c2c(nc3ccccc13)/C(=C/c1ccccc1[N+](=O)[O-])CCC2	12	6	15	-1	1	2.4	0	-1.5	-6
COc1cc(C2/C(=C(\O)c3ccc4c(c3)OCCO4)C(=O)C(=O)N2Cc2ccco2)cc(OC)c1OC (stereo not given)	-3.7	-1	32*	-10	.	-0.5	0	-2.7	-10
O=C(COc1ccc(Br)cc1F)NC1CCN(Cc2ccccc2)CC1	2.6	3	5	-5	2	-2.9	-1	1.0	-1
CCn1c(SCC(=O)Nc2nnc(C)s2)nnc1C(C)NC(=O)c1ccccc1 (stereo not given)	0.3	-11	-15	9	2	-2.9	-5	-1.2	8
CN(C)S(=O)(=O)Oc1cccc(C(=O)Nc2ccc(Cl)c(Cl)c2)c1	1.3	-31	4	23	-116	-3.2	0	3.4	-3
CCOC(=O)c1ccc(NC(=O)C(=O)NCc2ccc(/C=C(/C#N)C(=O)NCCOC)o2)cc1	.	-43	12	-3	-3	-0.1	2	0.5	-8
Cc1cccc(CNC(=O)c2sc(=O)n(Cc3ccc(S(C)(=O)=O)cc3)c2C)c1	2.0	.	7	7	.	-9.3	4	.	0
Cc1ccc(S(=O)(=O)O/N=C2/CCCc3occc32)cc1	-2.4	8	7	2	-3	-2.8	0	-0.8	-3
O=c1[nH]c2cccnc2n1Cc1ccco1	-0.4	-1	-14	.	-1	-2.7	-6	1.7	-4
CCC(C)N(C(=O)COC(=O)c1ccccc1SCC(=O)N1CCCC1)C1CCS(=O)(=O)C1 (stereo not given)	-0.8	1	-2	-2	-4	0.4	-2	1.5	-7
CCOC(=O)c1ccc(NC(=O)CCc2nc(-c3ccccc3Cl)no2)cc1	0.9	-2	10	2	-18	-2.8	-4	1.1	-11
Cc1ccc(C(=O)N/C(=C\c2ccco2)C(=O)NC2CCS(=O)(=O)C2)cc1 (stereo not given)	0.0	-1	4	-12	-2	0.0	0	1.5	4
CC(Sc1n[nH]c(N)n1)C(=O)Nc1ccccc1-c1ccccc1 (stereo not given)	.	3	1	-6	0	-0.5	-3	0.4	0
Cc1ccccc1-c1cc2nc(C)c(Cl)c(=O)n2[nH]1	-0.9	11	1	9	2	-3.6	5	1.6	?
Cc1c(N)cccc1Cl	-1.6	1	10	-2	.	-0.9	1	.	0
CCC(C)N(C(=O)COC(=O)CN=C1NS(=O)(=O)c2ccccc21)C1CCS(=O)(=O)C1 (stereo not given)	-1.8	4	4	-4	-2	0.6	1	-1.9	-9
CCCN1c2cccc3cccc(c23)S1(=O)=O	1.2	-1	0	-2	-6	-0.2	9	-5.2	-14
COC(=O)CN(c1ccc(F)cc1)S(=O)(=O)c1ccccc1	-1.6	6	8	4	2	-1.2	2	-2.4	-16
CC1(C)CC(=O)N(CC(=O)N2CCN(c3ncccn3)CC2)c2ccccc2S1(=O)=O	-4.2	0	8	-7	-6	-0.6	4	-0.2	-3
CC(C)Nc1c(N)c(=O)oc2ccccc12	-1.4	3	-3	-7	1	-4.1	1	0.1	0
CC(=O)c1nn(-c2ccc(C)cc2)cc1C(=O)c1cccc(Br)c1	-1.1	-2	-3	-4	-1	-1.5	1	2.3	?
CCOc1ccc(C(=O)NC2CCN(C(=O)N3CCCC3)CC2)cc1	-0.6	1	-10	5	6	-0.8	-2	-1.6	-8
Cc1nnsc1C(=O)Nc1ccc(S(=O)(=O)N2CCC(C)CC2)cc1	2.2	1	8	-5	-5	-3.3	-1	0.2	8
CCCNC(=O)C1(C)CCN(C(=O)c2cc(C)nn2C(C)(C)C)C1 (stereo not given)	-0.9	.	-3	-8	.	-1.8	2	.	4
Cc1cc(C)c2c(C)[nH]nc2n1	-2.6	3	-5	2	-2	0.3	0	-1.8	-3
COc1ccc(N2C(=O)CC(NCc3cccc(F)c3)C2=O)cc1 (stereo not given)	1.9	-10	-12	1	-7	-3.9	-3	-2.7	-2

Arranged by SMILES length (rising): six of the compounds above
SMILES	BioA inh	MazEF act	GDH-TPI counter	PrPC TRFRET	Rv3671c protease	FadD28 FP inh	FBA Mtb inh	UGM FP inh	BoNT-F LC inh
COCCCN(C(C)=O)c1nc(-c2ccccc2)cs1	-3.1	3	22	-8	6	-2.9	0	1.5	0
Cc1ccccc1Nc1c(-c2ccccc2)nc2ncccn12	.	8	13	2	0	-2.3	2	0.6	2
Cc1ccc(S(=O)(=O)O/N=C2/CCCc3occc32)cc1	-2.4	8	7	2	-3	-2.8	0	-0.8	-3
COC(=O)CN(c1ccc(F)cc1)S(=O)(=O)c1ccccc1	-1.6	6	8	4	2	-1.2	2	-2.4	-16
CCOc1ccc(C(=O)NC2CCN(C(=O)N3CCCC3)CC2)cc1	-0.6	1	-10	5	6	-0.8	-2	-1.6	-8
CC(C)(C)C(=O)[C@H]1[C@H](c2ccccc2)[C@@]2(N=C(c3ccccc3)OC2=O)C2c3ccccc3C=NN21 (stereo not given in full)	-1.9	1	8	-4	-1	-0.4	1	-0.9	-6

Next structures:
SMILES	BioA inh	MazEF act	GDH-TPI counter	PrPC TRFRET	Rv3671c protease	FadD28 FP inh	FBA Mtb inh	UGM FP inh	BoNT-F LC inh
Cc1ccc(NNC(=O)CCc2ccccc2)c(C)c1	-1.7	3	-7	5	3	-2.4	1	-1.7	0
Cc1cccn2c(=O)c(C(=O)NCCCN3CCCCC3C)c(O)nc12 (stereo not given)	0.1	9	9	-2	0	-3.3	7	-2.5	0
COc1cccc(NC2c3ccccc3C(=O)N2Cc2ccco2)c1 (stereo not given)	1.1	5	5	3	4	-2.3	-1	1.9	-12
CC(C)c1ccc(NC(=O)N(CCc2nc3ccccc3[nH]2)C2CCCC2)cc1	.	3	-6	2	-2	-4.8	-2	-1.4	-12
CCOC(=O)C1=NN(c2ccc(C)cc2)C2(S1)SC(C(C)=O)=C(C)N2c1ccccc1 (stereo not given)	-1.1	3	6	-2	3	-2.1	1	4.9	-1
O=C(O)c1nn(CC(=O)N(C2CCCCC2)C2CCCCC2)c(=O)c2ccccc12	.	3	2	0	-6	-1.3	0	0.6	-2
CC1CCN(S(=O)(=O)c2ccc(C(=O)NC3CCS(=O)(=O)C3)cc2)CC1 (stereo not given)	.	5	-6	5	5	-3.6	-2	0.3	-2
Fc1ccc(-c2[nH]ncc2CN(CC2CCC2)CC2CCCO2)c(F)c1 (stereo not given)	-4.0	0	-3	-1	2	-0.6	-2	2.5	-5
Cc1ccc(S(=O)(=O)NC(=O)COc2ccc([N+](=O)[O-])cc2)cc1	-0.7	3	9	-3	-5	0.5	0	2.3	-8
COc1ccccc1C/C(N)=N/OC(=O)c1cccc([N+](=O)[O-])c1C	.	0	5	-9	0	-3.2	3	-3.2	-1
Cn1cc(S(=O)(=O)NC2CCCC2)c(=O)n(C)c1=O	0.6	6	5	5	9	-2.6	0	0.4	-7
O=C(Nc1cccc(S(=O)(=O)N2CCOCC2)c1)c1cnccn1	2.0	-19	3	-2	0	0.4	0	1.7	7
CC(=O)c1cccc(NC(=O)Nc2ccccc2)c1	1.7	4	9	11	5	0.3	4	-0.3	-12
CCS(=O)(=O)N1CCN(c2ccc([N+](=O)[O-])c(NCC3CCCO3)c2)CC1 (stereo not given)	.	5	-1	-34	1	-0.7	-17	-0.7	1
Cc1ccc2nc(SCC(=O)Nc3ccc(Br)cc3)nc(=O)n2c1	6.0	-2	0	6	1	0.6	0	-0.5	5
O=[N+]([O-])c1ccc(N2CCCCC2)cc1SCCO	.	10	-2	-27	-1	-1.0	-8	-1.1	-2
CC(=O)N1CCN(S(=O)(=O)c2cccc(C(=O)Nc3ccccc3N3CCCC3)c2)CC1	-1.2	-3	-6	7	0	-0.1	5	-1.2	-2
Cc1ccc(S/C(=N\S(=O)(=O)c2ccc(Cl)cc2)c2ccccc2)cc1	0.1	2	18	9	1	-0.9	-1	-2.5	-14
O=c1cc([O-])[n+]2c3n1CCCN3CCC2	-0.7	4	9	3	-1	2.3	0	-1.9	6
CC1=CC(=O)CC(C)(C)C1(O)/C=C/C(C)=C/C(=O)O (stereo not given)	-0.8	11	-4	-1	-6	0.0	1	3.3	-3
Cc1[nH]c2ccccc2c1C(=O)C(C)OC(=O)C1CCC1 (stereo not given)	.	-1	12	-6	-6	-1.8	4	1.3	0
Cc1cc(C)cc(OCC(=O)NC2CCCc3ccccc32)c1 (stereo not given)	.	-3	5	13	-11	1.4	5	.	-6
COc1ccc(-c2nnc(SCc3csc(N)n3)n2C)cc1	4.7	-1	4	6	-6	-1.0	4	-2.1	2
CCOc1ccc(-c2cc3nc(C4CCN(C(=O)OC(C)(C)C)CC4)c(C(=O)O)cn3n2)cc1	2.7	-11	4	3	-9	-5.3	10	-2.1	-2
Cc1cccc(Nc2nc(N)nc(CSC(=S)N3CCOCC3)n2)c1	.	-2	3	-9	-2	-0.7	6	-1.7	-12
COc1ccc(-c2ccc([C@H]3[C@@H]4C=CCC[C@@]4(C)C(=O)N3Cc3ccccc3)c(F)c2)cc1	-0.5	-3	9	5	-6	-0.6	3	-0.3	-4
CC1CCCN(c2nc3ccccc3nc2C(C#N)S(=O)(=O)c2cccs2)C1 (stereo not given)	-0.5	2	21	1	4	1.3	7	1.7	-14
CCOC(=O)N1CCC(n2c(SCC(=O)NCCc3ccc(S(N)(=O)=O)cc3)nc3ccccc3c2=O)CC1	.	8	-6	5	6	-2.0	0	1.6	-5
CCOC(=O)CSC1=N/C(=C\c2cc(OC)c(OC)c(OC)c2)C(=O)N1C	.	-3	4	-5	-7	-5.0	4	2.0	-4
O=c1[nH]cc(CCCc2ccccc2)c(=O)[nH]1	-1.6	6	3	-5	.	-0.8	-1	.	-5
Cc1cc(C)cc(-c2nnc(SCC(=O)N3CCN(C(=O)c4ccco4)CC3)o2)c1	2.2	-1	-3	2	7	-3.8	1	-2.4	-1
COc1ccc(CNC(=O)COc2cccnc2[N+](=O)[O-])cc1OC	-0.4	7	-1	-20	0	.	2	2.8	14
COc1ccc(CCNS(=O)(=O)c2cccc3cccnc23)cc1OC	-2.1	-30	6	7	11	0.2	1	-0.4	3
CN(C)c1ccc(C(=O)NC2(N3CCC3=O)CCCC2)cc1	.	5	-2	0	-8	1.0	-6	-2.7	-5
